Screens as filed in PubChem.
CTSL1 counter = Fasciola hepatica cathepsin L1 inhibitors, primary screen, counter-screen for PFM18AAP inhibitor project, biochemical, QFRET, fluorogenic peptide substrate. recombinant F. hepatica cathepsin L1, Z-Leu-Arg-MCA fluorescence. inhibition, % at 5.96 µM. 0.49% of 300,000 active. AID 1906, 2009;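 active = inhibition above the mean of all tested compounds plus 3 SD, set per screening campaign, cut at about 17% in these data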;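 also: 0% = plate median of test compound wells and 100% = 1 µM Z-Phe-Ala-diazomethylketone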
TPT1 inhibitor = Candida albicans TPT1 enzyme inhibitors, primary screen, biochemical, fluorescence polarization; AID 1962, 2009; tRNA 2'-phosphotransferase TPT1 (Candida albicans SC5314); inhibition, % at 5 µM; recombinant caTPT1, FP RNA substrate dephosphorylation; 0.81% of 300,000 active;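 active = inhibition above the mean of all tested compounds plus 3 SD, set per screening campaign, cut at about 24% in these data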;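 also: plate controls were DMSO alone for no effect and ferristatin control at 100 nM for full effect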
PP1 inh = PP1-alpha phosphatase inhibitors, primary screen, counter-screen for PP5 inhibitor project, biochemical, fluorescence, OMFP substrate, single point; Serine/threonine-protein phosphatase PP1-alpha catalytic subunit (Homo sapiens), P62136; AID 2235, 2010; 0.9% of 320,000 active; purified PP1alpha; inhibition, % at 6.7 µM;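 active = inhibition above the mean inhibition of all tested compounds plus 3 SD, computed separately for each screening campaign, cut at about 15% in these data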
procasp7 counter = procaspase-7 activators, primary screen, counter-screen for procaspase-3 activator project, biochemical, absorbance, HTS, human; 0.093% of 330,000 active; Caspase-7 (Homo sapiens), P55210; recombinant procaspase-7, Ac-DEVD-pNA absorbance 405 nm; D23A/D198A/D206A triple mutant, cannot self-cleave; scale: DMSO 0, 5 µM enzyme 100; AID 463210, 2010; activation, % at 8.5 µM;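 active = percent activation above the screen-wide mean plus 3 SD, cut at about 25% in these data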
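Assay system: Uncleavable procaspase-7 mutant enzyme / Input: 2 µM procaspase-7 mutant as dispensed / Dosing: single nominal 8.5 µM compound dose, 0.8% DMSO final / Timing: 1 h enzyme–compound preincubation and 2 h substrate reaction, both 25 °C / Detection: p-Nitroaniline absorbance at 405 nm, read at 0 and 120 min / Replication: singlicate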
PP5 primary = PP5 phosphatase inhibitors, primary screen, biochemical, fluorescence; Serine/threonine-protein phosphatase 5 (Homo sapiens), P53041; purified PP5c, OMFP substrate fluorescence; inhibition, % at 6.7 µM; 0.18% of 320,000 active; AID 1987, 2009;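 active = inhibition above the campaign's mean inhibition across all tested compounds plus 3 SD, cut at about 9.5% in these data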;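 also: 0% = DMSO only and 100% = 100 µM cantharidin control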
Target sequence (P53041 whole entry, looked up): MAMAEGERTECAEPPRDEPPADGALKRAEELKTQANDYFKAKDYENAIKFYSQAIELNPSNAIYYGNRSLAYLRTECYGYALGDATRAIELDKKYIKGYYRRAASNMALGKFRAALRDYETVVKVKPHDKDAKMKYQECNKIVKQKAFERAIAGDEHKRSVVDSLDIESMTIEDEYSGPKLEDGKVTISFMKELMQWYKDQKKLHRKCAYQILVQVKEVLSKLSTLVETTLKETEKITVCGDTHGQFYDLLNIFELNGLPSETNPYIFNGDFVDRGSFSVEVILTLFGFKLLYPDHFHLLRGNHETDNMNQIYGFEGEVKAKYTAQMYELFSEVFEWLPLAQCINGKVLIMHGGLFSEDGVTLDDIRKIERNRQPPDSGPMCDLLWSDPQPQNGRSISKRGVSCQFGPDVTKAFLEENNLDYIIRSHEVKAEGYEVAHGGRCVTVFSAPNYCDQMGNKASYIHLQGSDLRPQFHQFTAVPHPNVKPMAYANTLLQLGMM
Efflux pump mplx = inhibitors of Candida efflux pumps in yeast, primary screen, S. cerevisiae, Nile Red, multiplex. 0.44% of 330,000 active. AID 485275, 2010. inhibition, % at 10 µM. S. cerevisiae Candida pump triplex;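 active = plate passing quality check with inhibition over a set limit, or well fluorescence over plate mean plus 4 SD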;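 also: Nile Red retained in pooled yeast measured as flow cytometry median fluorescence; 0% = buffer negative control and 100% = Enniatin B positive control; higher means more Nile Red kept so more efflux inhibition; some compounds called inactive have numbers as strong as hits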
core dimer inh = inhibitors of HCV core protein dimerization, primary screen, biochemical, TR-FRET, high-throughput; TR-FRET GST/Flag-core106 dimerization, 1536-well; inhibition, % at 5 µM; 0.33% of 300,000 active;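 active = inhibition above the mean of all tested compounds plus 3 SD, set per screening campaign, cut at about 45% in these data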
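System: GST-tagged and Flag-tagged HCV core protein residues 1-106 / Input: core106 proteins, GST 13.5 nM and Flag 17 nM / Buffer or medium: KF-containing HEPES buffer, pH 7.45, DTT, CHAPS, BSA / Probe or stimulus: Eu-anti-GST and XL665-anti-Flag labelled anti-tag antibodies / Schedule: 4 h, 22.5 °C incubation / Technique: TR-FRET 671 and 617 nm emission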
procasp3 activ = activators of human procaspase-3 D3A mutant, primary screen, biochemical, absorbance, PC-3 D3A mutant, single concentration; Caspase-3 (Homo sapiens), P42574; recombinant procaspase-3 D3A, Ac-DEVD-pNA absorbance 405 nm; activation, % at 8.5 µM; 0.11% of 330,000 active;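 active = activation above the mean of all tested compounds plus 3 SD, cut at about 21% in these data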;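 also: 0% = DMSO alone and 100% = DMSO wells spiked with extra 5 µM PC-3 D3A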
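Evaluation: percent activation relative to control range; Material: Procaspase-3 D3A mutant, all three cleavage aspartates alanine; Compound: single dose, 8.5 µM nominal compound, 0.8% DMSO; Replication: one well per compound; Signal: absorbance at 405 nm, 0 and 120 min; Schedule: 1 h preincubation plus 2 h reaction at 25 °C.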
GASC-1 inh = inhibitors of GASC-1 histone demethylase, primary screen, biochemical, fluorescence, DELFIA europium; Lysine-specific demethylase 4C (Homo sapiens), Q9H3R0; GST-JMJD2C(1-420) H3K9me3 demethylation; inhibition, % at 2.35 µM; 0.069% of 330,000 active;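 active = more than half of a compound's replicate wells show inhibition beyond 50%, single wells judged on their own value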;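 also: signal counts dimethyl H3K9 product captured on neutravidin plate; 0% = median of DMSO wells and 100% = 0.3 times that DMSO median; strong numbers were not always called active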
Target sequence (Q9H3R0 1-420 limits assumed): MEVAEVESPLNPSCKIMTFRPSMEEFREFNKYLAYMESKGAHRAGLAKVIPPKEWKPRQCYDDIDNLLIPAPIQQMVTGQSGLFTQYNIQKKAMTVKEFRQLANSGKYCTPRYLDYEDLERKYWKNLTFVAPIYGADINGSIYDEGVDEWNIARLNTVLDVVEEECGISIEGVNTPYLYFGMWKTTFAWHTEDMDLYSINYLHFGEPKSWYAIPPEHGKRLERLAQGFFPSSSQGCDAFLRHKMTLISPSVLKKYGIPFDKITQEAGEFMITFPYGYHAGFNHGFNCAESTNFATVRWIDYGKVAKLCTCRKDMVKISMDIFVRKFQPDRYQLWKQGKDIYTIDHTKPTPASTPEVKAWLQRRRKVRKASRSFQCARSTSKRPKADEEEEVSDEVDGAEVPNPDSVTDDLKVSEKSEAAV
Starred values were filed as active, the others as inactive; nt = not tested or not shown; & = joins results of further samples.

SMILES | CTSL1 counter | TPT1 inhibitor | PP1 inh | procasp7 counter | PP5 primary | Efflux pump mplx | core dimer inh | procasp3 activ | GASC-1 inh
CN1C(=O)NC(c2ccccc2)C2=C1CN(c1cccc(C(F)(F)F)c1)C2=O (configuration not stated) | 1.2 | -4.6 | 5.5 | -1.0 | -0.6 | 0.0 | -2.8 | -4.2 | 5.7
N/C(=N/O)c1nc(N2CCCCC2)nc(N2CCCCC2)n1 | 0.8 | -4.0 | 0.0 | -1.1 | 2.2 | 0.2 | -0.7 | 4.9 | 4.2
CCOC(=O)C1=C(C)OC(N)=C(C#N)C1c1ccsc1 (configuration not stated) | -3.7 | 1.9 | -4.7 | -6.5 | -0.7 | 0.5 | -0.1 | 0.2 | -5.8
CC(C)(C)OC(=O)N1CCN(C(=O)[C@H](Cc2ccc(O)cc2)n2cc(CCO)nn2)CC1 | -2.9 | -4.8 | 0.9 | -13.9 | 1.8 | -0.1 | -5.4 | 8.8 | 1.5
O=C1CSC(c2ccccn2)N1c1ccccc1 (configuration not stated) | -3.3 | 1.9 | -6.4 | -1.8 | 3.3 | 0.2 | 1.6 | 1.7 | 13.6
CCc1nnc(NC(=O)CSc2nnc(CNc3ccc(F)cc3)n2C2CCCCC2)s1 | 0.9 | 0.9 | 4.0 | 2.3 | 2.1 | 0.4 | 6.7 | 11.9 | 5.1
CC1Cc2nc(SCC(=O)Nc3ccc4c(c3)OCO4)n(Cc3ccccc3)c(=O)c2S1 (configuration not stated) | 1.3 | -1.7 | 9.3 | -9.3 | 4.2 | 0.2 | 2.0 | -7.1 | 23.4&9.0
CCOC(=O)CNC(=O)CSc1nnc(Cn2c(=O)sc3ccccc32)n1C | 0.1 | -1.0 | -0.7 | -0.3 | -0.4 | 0.0 | -4.3 | 7.7 | -5.8
Cc1ccc2c(c1)N(S(=O)(=O)c1ccc(F)cc1)C(C(C)(C)C)CO2 (configuration not stated) | 1.0 | 4.6 | 2.8 | 7.4 | 3.5 | -0.1 | 5.1 | 13.7 | 6.5
C/C(=C\c1ccco1)CN1CCC(N2CCC(C(=O)N3CCOCC3)CC2)CC1 | -1.7 | -0.1 | -8.3 | 6.2 | -1.0 | -0.1 | 0.7 | 6.9 | 4.0
NC(=O)COC(=O)CN1C(=O)C2CCCCC2C1=O (configuration not stated) | -2.4 | -1.4 | 0.1 | -7.9 | -0.6 | 0.0 | -0.2 | -1.4 | -0.7
Cc1nc2nc(SCc3ccc([N+](=O)[O-])cc3)[nH]c2cc1Br | 2.5 | -0.6 | 0.4 | 3.9 | 0.0 | 0.0 | -0.2 | 8.7 | -30.0
O=C(CCl)Nc1ccccc1Sc1ccccc1 | 15.8 | -6.8 | 6.8 | 17.6 | 1.4 | 0.1 | -0.9 | -2.9 | -2.9
CN(C)C(=O)c1cccn(Cc2ccc(C(F)(F)F)cc2)c1=O | 0.4 | -4.7 | -0.1 | 1.1 | -0.8 | -0.1 | 1.6 | -4.1 | -1.1
N#CC1=C(N)Nc2ncnn2C1c1ccc(F)cc1 (configuration not stated) | 2.1 | 0.5 | -0.8 | 1.8 | -1.2 | -0.1 | -2.0 | 2.2 | -6.3
CSCCC(NC(=O)COc1ccccc1)C(=O)N1CCCCCC1 (configuration not stated) | nt | nt | -5.1 | 4.4 | -0.2 | -0.1 | nt | 3.0 | 2.6
COc1c(O)cccc1/C=N/NC(=O)Cn1ccnc1C | -2.9 | 0.6 | 0.4 | 3.5 | 0.6 | 0.0 | -2.9 | -2.6 | -11.0
CCN1CC(c2ccccc2)C(c2ccc(Cl)cc2)=N1 (configuration not stated) | -0.7 | 3.3 | -3.8 | -1.3 | 3.8 | 0.1 | -3.0 | -9.6 | -0.1
CC1CCN(CC(=O)n2c3c(c4ccccc42)CCCC3)CC1 | -0.5 | 2.6 | 0.1 | -3.5 | 3.8 | 0.0 | 9.6 | 6.2 | 3.1
CCCCNC(=O)C1(NC(=O)Nc2ccc(C)cc2)CCCCC1 | -1.6 | 0.4 | -3.1 | -4.0 | 1.7 | 0.3 | 0.0 | 4.2 | -10.2
Cc1ccc(/C=C/C(=O)NCc2ccccn2)o1 | 4.0 | -3.0 | -1.9 | -4.8 | -0.2 | 0.1 | 29.0 | -10.2 | -19.9
CCN(CC(=O)Nc1c(F)cccc1F)C(=O)/C=C/c1ccc2c(c1)OCO2 | 1.3 | 2.0 | -1.3 | -5.6 | 0.2 | 0.0 | -1.9 | 1.4 | -7.6
COc1ccccc1C(c1nnnn1Cc1ccccc1)N1CCN(c2nc3ccccc3s2)CC1 (configuration not stated) | 2.2 | -2.9 | 0.5 | 8.0 | 3.4 | 0.1 | 17.1 | 4.6 | 20.2&3.3
CCN(CC)CCn1c(=N)n(CC(O)COc2cccc(C)c2)c2ccccc21 (configuration not stated) | 11.3 | -4.5 | -5.3 | -6.5 | -8.0 | 0.0 | -3.4 | 1.6 | 33.8

Two compounds picked at random from the list so far, as already listed:
SMILES | CTSL1 counter | TPT1 inhibitor | PP1 inh | procasp7 counter | PP5 primary | Efflux pump mplx | core dimer inh | procasp3 activ | GASC-1 inh
C/C(=C\c1ccco1)CN1CCC(N2CCC(C(=O)N3CCOCC3)CC2)CC1 | -1.7 | -0.1 | -8.3 | 6.2 | -1.0 | -0.1 | 0.7 | 6.9 | 4.0
NC(=O)COC(=O)CN1C(=O)C2CCCCC2C1=O (configuration not stated) | -2.4 | -1.4 | 0.1 | -7.9 | -0.6 | 0.0 | -0.2 | -1.4 | -0.7

(further entries)
SMILES | CTSL1 counter | TPT1 inhibitor | PP1 inh | procasp7 counter | PP5 primary | Efflux pump mplx | core dimer inh | procasp3 activ | GASC-1 inh
CC(C)[C@H](NC(=O)c1ccccc1)C(=O)OCc1nc2scc(-c3ccccc3)c2c(=O)[nH]1 | -0.6 | 3.3 | -1.8 | 1.4 | 1.3 | 0.2 | 5.8 | 2.8 | -4.2
Cc1ccc(S(=O)(=O)N(C)c2ccc(C(=O)N3CCCCC3)cc2)cc1 | -1.8 | -1.1 | -2.2 | 3.5 | -1.0 | -0.2 | -3.6 | -2.4 | 4.5
CCOc1cccc(CN2CCCC(CNC(=O)c3cccc(OC)c3OC)C2)c1 (configuration not stated) | -1.0 | -0.4 | -0.4 | 3.1 | 2.3 | 0.1 | -0.9 | 10.6 | -6.2
CN(c1ccccc1)S(=O)(=O)c1cccc(C(=O)NC2CCCC2)c1 | nt | nt | nt | -1.9 | nt | 0.1 | nt | 2.9 | -10.1
COc1ccc(CCN2C(=O)C3C4CC(C5C(C(=O)NN)=NOC45)C3C2=O)cc1OC (configuration not stated) | 0.5 | -1.3 | -4.9 | 1.5 | 3.8 | 0.0 | -0.8 | -6.1 | 1.1
N#Cc1nc(-c2ccccc2F)oc1NCc1cccc2c1OCO2 | -1.3 | -2.3 | 2.1 | 4.1 | 0.5 | -0.1 | 2.8 | -3.5 | -2.7
CCO[C@H]1OC(C(N)=O)=C[C@@H](C2CCCCC2)[C@@H]1CCCO | 0.6 | 0.0 | -2.8 | 3.7 | 2.0 | -0.1 | 0.2 | 3.6 | -0.3
Cc1cc(C)c(S(=O)(=O)N2CCN(c3ccc([N+](=O)[O-])c(NCC4CCCO4)c3)CC2)c(C)c1 (configuration not stated) | -5.9 | 1.0 | -6.1 | 4.2 | 0.0 | 0.1 | 7.9 | 8.2 | 9.0
NS(=O)(=O)c1cccc(NS(=O)(=O)c2ccc(/C=C/C(=O)OCC(=O)c3ccccc3)cc2)c1 | -4.6 | 2.3 | 4.7 | 8.6 | 3.4 | 0.0 | 14.9 | 0.7 | -7.2
O=C(Cc1ccccc1)NC1CCSc2ccccc21 (configuration not stated) | -0.8 | 0.1 | -2.9 | 13.0 | 0.1 | 0.1 | 8.2 | 1.1 | -8.1
C/C(=N/NC(=O)c1ccco1)c1cccc(NC(=O)c2ccc(C)o2)c1 | 0.8 | 0.8 | -1.2 | 1.1 | -3.1 | -0.1 | -2.5 | -1.2 | -5.2
CC(C(=O)NC(N)=O)N1C(=O)NC(c2ccccc2)(c2ccccc2)C1=O (configuration not stated) | -3.1 | -1.7 | -1.1 | -6.9 | 2.5 | -0.1 | 3.9 | -6.4 | 3.9
Cc1ccc(C(=O)/C=C/C(=O)O)cc1 | 4.0 | -1.4 | -3.7 | -24.9 | 0.3 | 0.0 | -3.2 | -21.0 | 31.0
COC(=O)C1=C(C)N(c2cccc(C(C)=O)c2)C(=O)C1 | 1.8 | 2.1 | 4.1 | 8.3 | 2.6 | 0.1 | 2.4 | 2.9 | -8.8
Cc1ccc(SC(C)C(=O)NCc2cccnc2)cc1 (configuration not stated) | 5.8 | -5.4 | -3.2 | 6.9 | -0.8 | 0.1 | 2.4 | 1.7 | 1.2
Cc1ccccc1Cn1nc(C)c(NC(=O)/C=C/c2cnn(C)c2C)c1C | -1.3 | -2.0 | 4.3 | -0.8 | 2.2 | -0.2 | -0.2 | 8.5 | -10.7
Cc1ccc(NC(=O)COC(=O)Cc2ccsc2)cc1S(=O)(=O)N(C)C | -12.9 | -1.5 | -3.3 | 5.7 | 2.4 | -0.1 | -1.8 | 4.6 | 0.0
Fc1ccc(Oc2nnnn2-c2ccccc2)cc1 | -1.6 | -2.7 | -2.9 | 8.8 | 0.8 | -0.1 | -3.3 | -2.8 | -1.5
CCC1CCCCN1S(=O)(=O)c1ccc(NC(=O)c2cccs2)cc1 (configuration not stated) | -3.6 | 0.6 | 2.5 | 3.3 | 2.3 | -0.1 | 0.6 | 3.5 | -0.7
C=CCC1c2cccc(C(=O)OC)c2C(=O)N1c1ccccc1 (configuration not stated) | 3.3 | -0.4 | 3.5 | -12.7 | -1.1 | 0.0 | -5.5 | 6.6 | -17.0

Hits appear at their usual frequency. Share with any hit: about 2.9%.
